# Source: PubChem
# GSK3A inh: human GSK-3 alpha kinase inhibition | P49840 | ADP-Glo luminescence, 60 min | inhibition, % at 10 µM | 0.1% of 320,000 active;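 in the data active = inhibition above about 50%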;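 note: GST-tagged GSK-3 alpha with peptide substrate and 25 µM ATP; 0% = DMSO neutral wells and 100% = GW8510 positive control wells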
# Target sequence (P49840 whole entry, looked up): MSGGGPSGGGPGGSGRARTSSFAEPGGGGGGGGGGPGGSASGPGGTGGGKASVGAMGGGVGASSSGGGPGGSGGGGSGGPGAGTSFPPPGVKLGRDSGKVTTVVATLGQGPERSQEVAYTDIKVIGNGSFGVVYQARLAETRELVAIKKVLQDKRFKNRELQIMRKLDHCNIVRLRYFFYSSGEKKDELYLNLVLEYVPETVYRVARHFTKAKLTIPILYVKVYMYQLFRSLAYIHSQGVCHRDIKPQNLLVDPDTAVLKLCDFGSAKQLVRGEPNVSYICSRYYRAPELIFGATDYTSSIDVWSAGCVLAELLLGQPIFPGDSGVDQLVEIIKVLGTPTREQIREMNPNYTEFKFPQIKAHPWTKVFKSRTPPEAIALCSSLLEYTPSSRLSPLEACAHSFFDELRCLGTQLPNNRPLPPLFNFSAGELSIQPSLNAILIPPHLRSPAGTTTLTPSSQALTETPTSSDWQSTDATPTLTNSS
# * = called active by the depositor.
no.	Structure	GSK3A inh
1	CN(CC(=O)Nc1ccccc1Cl)C(=O)C1CSC2(C)CCC(=O)N12 (stereo not drawn)	-1
2	CCN1C(=O)[C@H]2[C@@H](c3ccc(-c4cc(C(C)=O)cs4)cc3)N[C@@](Cc3ccccc3)(C(=O)OC)[C@H]2C1=O	0
3	COc1ccc(C2=NOC(Cn3nc(-c4ccccc4)cc3C(=O)NCc3cccc(Br)c3)C2)cc1 (stereo not drawn)	-1
4	COc1ccccc1CC(=O)OCC(=O)N1CCN(c2ccc(F)cc2)CC1	4
5	CCCCN1C(=N)N([C@@H](C)CN2CCC[C@H]2CN2C(N)=NC[C@H]2CC(C)C)C[C@H]1Cc1ccccc1	1
6	C#CCOCCOCCOCCNc1nc(N2CCOCC2)nc(N2CCN(C(=O)CCCCCCCCCCNC(=O)[C@H]([C@@H](C)CC)n3cc(CCCCN=C(N)N)nn3)CC2)n1	11
7	N#Cc1ccc(OCC(=O)NC2CCCCCC2)cc1	1
8	Cc1ccc(COC(=O)CN2C(=O)NC3(CCCC3)C2=O)cc1	2
9	CCC(C)CCN1C(N(C)C)=NC[C@@H]1C (stereo partly drawn)	-1
10	O=C1c2ccc(Cl)cc2S(=O)(=O)c2cccc(C(=O)N3CCC(Cc4ccccc4)CC3)c21	-3
11	Cn1c(N)c(C(=O)COC(=O)c2cc3ccccc3cc2O)c(=O)n(C)c1=O	7
12	CCC(=O)c1ccc(OCC(=O)NCC2COc3ccccc3O2)cc1 (stereo not drawn)	-1
13	CCOc1cc(-c2n[nH]c(=S)n2Cc2ccccc2)ccc1OC(F)F	-1
14	COC(=O)c1ccc(CNC(=O)c2ccc(S(=O)(=O)N3CCCCCC3)cc2)cc1	0
15	CC(C)(C)N(Cc1ccccc1)C(=O)COC(=O)CNS(=O)(=O)c1ccc2ccccc2c1	-2
16	c1ccc(-c2sc3ccccc3c2-c2ccc(OCCN3CCCC3)cc2)cc1	-5
17	CCOC(=O)[C@H]1[C@H]2COc3ccccc3[C@@H]2N2C(=O)c3ccc(Cl)cc3NC(=O)[C@@]12C	-2
18	O=C(CCl)N1CCN(S(=O)(=O)c2ccc3c(c2)OCCCO3)CC1	-2
19	COc1ccc(N2CCN(C(=O)c3cn(Cc4ccccc4)nc3-c3cccnc3)CC2)cc1	-3
20	O=C(Nc1ccc(F)c(S(=O)(=O)N2CCOCC2)c1)C1CCCCC1	-2
21	COc1ccc([C@H]2CC(=O)C=C(c3ccc(-c4ccccc4)cc3)C2)cc1OC	-1
22	CC1CCC(NC(=O)CSc2nncn2C)CC1 (stereo not drawn)	2
23	Cc1ccc(C)c(OCC(=O)N2CCN(c3ncccn3)CC2)c1	4
24	C=C[C@@H]1c2c(F)cccc2N(S(=O)(=O)c2ccc(C)cc2)[C@H](c2ccc(C(=O)OC)cc2)C1(C#N)C#N	1
25	Cc1ccnc2nc(C(=O)OCC(=O)N(Cc3ccccc3)C(C)(C)C)nn12	0
26	COC(=O)[C@]1(Cc2ccccc2)N[C@H](CN(C)C(=O)Nc2ccc(Cl)cc2)[C@@H]2C(=O)N(Cc3ccccc3)C(=O)[C@@H]21	-1
27	COC(=O)c1ccc2c(=O)[nH]c(COC(=O)c3[nH]c(C)c(C(C)=O)c3C)nc2c1	4
28	Cc1ccc(NC(=O)Cn2ncc(Cl)c(Cl)c2=O)cc1S(=O)(=O)N1CCCCC1	0
29	Cc1cccc(C(=O)NCCC(=O)NCc2ccccc2F)c1	-1
30	Cc1cc(C)c(NC(=O)COC(=O)C2CCCCC2)c(C)c1	-1
31	C=CC[C@@H](CC(=O)N[C@H](CO)Cc1ccccc1)C(=O)N[C@H](COC(=O)[C@@H](CC=C)CC(=O)OC(C)(C)C)Cc1ccccc1	-2
32	O=C(COC(=O)c1ccc2ncsc2c1)Nc1ccccc1Cl	-6
33	NS(=O)(=O)c1cccc(NC(=O)COC(=O)c2ccccc2SCC(=O)N2CCCC2)c1	1
34	NCCCCC(=O)O	-2
35	CC(NCC(=O)Nc1ccccc1C(=O)NC1CC1)c1cccc(C(F)(F)F)c1 (stereo not drawn)	-8
36	O=C(COC(=O)C1CC(O)CN1S(=O)(=O)c1ccccc1[N+](=O)[O-])c1ccc[nH]1 (stereo not drawn)	0
37	O=C(CNC(=O)c1ccccc1Cl)Nc1ccncc1	-1
38	CC(=O)N1CCN(C(=O)c2ccc(S(=O)(=O)Nc3ccccc3F)cc2)CC1	-6
39	Cn1nccc1C(=O)OCC(=O)Nc1cccc(Cl)c1	1
40	CCOc1ccc(NS(=O)(=O)c2ccc(Cl)c(C(=O)N(C)Cc3cccnc3)c2)cc1	2
41	COC(=O)c1c(C)[nH]c(C(=O)C(C)OC(=O)c2c(C)noc2C)c1C (stereo not drawn)	17
42	CC1CCN(C(=O)CN2C(=O)NC3(CCCCCC3)C2=O)CC1	-7
43	Cc1noc(C)c1NC(=O)N(C)C[C@H]1Oc2ccc(NC(=O)Nc3ccccc3)cc2C(=O)N([C@H](C)CO)C[C@@H]1C	-2
44	N#Cc1ccc(CN2CCN(C(=O)C3CC(=O)N(c4ccccc4F)C3)CC2)cc1 (stereo not drawn)	1
45	O=C(COC(=O)CCC(=O)c1cccs1)Nc1ccccc1C(F)(F)F	-2
46	CCC(=O)Nc1ccc(C(=O)CN2C(=O)NC3(CCOc4ccccc43)C2=O)cc1 (stereo not drawn)	2
47	N#Cc1cc([N+](=O)[O-])ccc1NC(=O)CSc1n[nH]c(=O)n1C1CC1	-2
48	COc1ccccc1CN(C)C(=O)c1cccc(S(=O)(=O)N2CCc3ccccc3C2)c1	-6
49	CC1CC(C)(C)CC2(C1)NC(=O)N(CC(=O)Nc1cc([N+](=O)[O-])ccc1F)C2=O (stereo not drawn)	0
50	O=C(CN1C(=O)C(=O)N(CCC2=CCCCC2)C1=O)Nc1ccc(F)cc1F	-1
51	CC(OC(=O)c1ccc(Cl)cc1O)C(=O)NCCC1=CCCCC1 (stereo not drawn)	1
52	CC(NC(=O)CCNC(=O)c1ccc(C(C)(C)C)cc1)c1ccccc1 (stereo not drawn)	2
53	O=C(CSc1nnc(-c2ccncc2)n1-c1ccccc1)NCC1CCCO1 (stereo not drawn)	1
54	CCOc1ccc(-c2nnc(SCC(=O)N3CCNC3=O)o2)cc1	-1
55	CCOc1cc2c(cc1OCC)CN(CC(=O)Nc1ccccc1C(=O)NC1CC1)CC2	-2
56	COc1ccc(NC(=O)Nc2cccc3c2O[C@H](CN(C)Cc2ccc(-c4ccccc4)cc2)[C@@H](C)CN([C@H](C)CO)C3=O)cc1	-1
57	O=C1N[C@@H](Cc2ccccc2)COC(=O)[C@H](Cc2ccc(F)cc2)C/C=C\C[C@@H]1CC(=O)N(CCO)Cc1ccccc1	-1
58	CCC(C)(C)C1CCc2[nH]nc(C(=O)NCC3CC3)c2C1 (stereo not drawn)	6
59	Cc1[nH]c2ccccc2c1C=NNC(=O)c1cc(-c2cccnc2)nc2ccccc12	0
60	CCC1CCCCN1C(=O)c1cc(S(=O)(=O)N2CCOCC2)ccc1C (stereo not drawn)	-3

# Next compounds follow:
no.	Structure	GSK3A inh
61	Cc1noc(C)c1S(=O)(=O)N(C)C[C@H]1Oc2ccc(NC(=O)Cn3cnnn3)cc2C(=O)N([C@H](C)CO)C[C@@H]1C	1
62	O=C(COC(=O)c1cc(=O)[nH]c2ccccc12)NCc1ccc(Cl)cc1	0
63	Cc1ccc(NC(=O)COC(=O)Cn2cnc3c2c(=O)n(C)c(=O)n3C)cc1	-3
64	CC(NC(=O)COC(=O)COc1ccc(C(=O)c2ccccc2)cc1)c1ccccc1 (stereo not drawn)	-1
65	O=C(COC(=O)/C=C/c1cccc(Br)c1)NC1CCCCC1	-3
66	CSCCC(NC(=O)c1ccccc1Cl)C(=O)N1CCCCCCC1 (stereo not drawn)	-1
67	O=C(COC(=O)/C=C/c1cccc(F)c1)NC1CCCC1	0
68	CCOc1ncccc1C(=O)Nc1ccc(S(=O)(=O)N2CC(C)CC(C)C2)cc1 (stereo not drawn)	1
69	C[C@H](CO)N1C[C@H](C)[C@@H](CN(C)Cc2ccc(C(=O)O)cc2)Oc2c(cccc2N(C)C)C1=O	-4
70	O=C(NN=Cc1c(O)ccc2ccccc12)c1ccc2c(c1)OCO2	-1
71	C[C@H](CO)N1C[C@H](C)[C@@H](CN(C)C(=O)NC2CCCCC2)Oc2ccc(NS(C)(=O)=O)cc2C1=O	0
72	Cc1cc(=O)oc2cc(OCC(=O)N3c4ccccc4NC(=O)C3(C)C)ccc12	-2

# Six of these compounds, set out differently.
no. | GSK3A inh | Molecule
41 | 17 | COC(=O)c1c(C)[nH]c(C(=O)C(C)OC(=O)c2c(C)noc2C)c1C (stereo not drawn)
42 | -7 | CC1CCN(C(=O)CN2C(=O)NC3(CCCCCC3)C2=O)CC1
43 | -2 | Cc1noc(C)c1NC(=O)N(C)C[C@H]1Oc2ccc(NC(=O)Nc3ccccc3)cc2C(=O)N([C@H](C)CO)C[C@@H]1C
44 | 1 | N#Cc1ccc(CN2CCN(C(=O)C3CC(=O)N(c4ccccc4F)C3)CC2)cc1 (stereo not drawn)
45 | -2 | O=C(COC(=O)CCC(=O)c1cccs1)Nc1ccccc1C(F)(F)F
46 | 2 | CCC(=O)Nc1ccc(C(=O)CN2C(=O)NC3(CCOc4ccccc43)C2=O)cc1 (stereo not drawn)

# Six compounds out of the list above, ordered by the number in GSK3A inh, descending.
no.	Structure	GSK3A inh
44	N#Cc1ccc(CN2CCN(C(=O)C3CC(=O)N(c4ccccc4F)C3)CC2)cc1 (stereo not drawn)	1
36	O=C(COC(=O)C1CC(O)CN1S(=O)(=O)c1ccccc1[N+](=O)[O-])c1ccc[nH]1 (stereo not drawn)	0
54	CCOc1ccc(-c2nnc(SCC(=O)N3CCNC3=O)o2)cc1	-1
69	C[C@H](CO)N1C[C@H](C)[C@@H](CN(C)Cc2ccc(C(=O)O)cc2)Oc2c(cccc2N(C)C)C1=O	-4
16	c1ccc(-c2sc3ccccc3c2-c2ccc(OCCN3CCCC3)cc2)cc1	-5
48	COc1ccccc1CN(C)C(=O)c1cccc(S(=O)(=O)N2CCc3ccccc3C2)c1	-6

# (continued)
no.	Structure	GSK3A inh
73	CCN(CC(=O)Nc1ccc(OC)cc1)C(=O)c1ccc(=O)n(Cc2ccccc2)n1	-1
74	Cc1nn(CC(=O)N(C)c2c(N)n(Cc3ccccc3)c(=O)[nH]c2=O)c(C)c1[N+](=O)[O-]	16
75	O=S(=O)(Nc1ccc2cn[nH]c2c1)c1ccc(C(F)(F)F)cc1	-2
76	CN(CC(=O)NCc1ccco1)CC(=O)Nc1c(Cl)cccc1Cl	-1
77	C=CCC[C@@H](Cc1ccc(F)cc1)C(=O)OC[C@@H](Cc1c[nH]c2ccccc12)NC(=O)[C@H](CC=C)CC(=O)NCCO	2
78	Cc1cc(C(=O)CN2C(=O)C(=O)N(Cc3ccccc3)C2=O)c(C)n1Cc1ccccc1	0
79	CC(C)C[C@H]1CN=C(N(C)C)N1CC(C)C	7
80	CCCCn1c(N)c(N(C)C(=O)c2cn(-c3ccccc3)nc2-c2ccccc2)c(=O)[nH]c1=O	-3
81	CCCCn1c(N)c(N(CCOC)C(=O)c2ccc3c(c2)C(=O)N(c2ccccc2Cl)C3=O)c(=O)[nH]c1=O	-1
82	Cc1cc(OCC(=O)OCC(=O)NC2CCCC2)ccc1Cl	-4
83	Nc1sc2c(c1C(=O)NC1CC1)CCCC2	0
84	CC(NC(=O)c1ccc(NC(=O)CC2SC(N3CCCC3)=NC2=O)cc1)c1ccc(F)cc1 (stereo not drawn)	8
85	Cc1ccc(C(=O)Nc2ncccc2C)cc1S(=O)(=O)N1CCOCC1	-2
86	Cc1cccc(C)c1NC(=O)CNC(=O)c1ccc(COc2ccccc2)o1	2
87	COc1ccc(C(CNC(=O)c2[nH]c(C)c(C(C)=O)c2C)N2CCOCC2)cc1 (stereo not drawn)	-1
88	O=c1c2c(O)cc(O)cc2oc2ccc(O)c(O[C@@H]3O[C@H](CO)[C@@H](O)[C@H](O)[C@H]3O[C@H]3O[C@H](CO)[C@@H](O)[C@H](O)[C@H]3O)c12	19
89	CC1CCCC(NC(=O)CSc2n[nH]c(=O)n2Cc2ccccc2)C1C (stereo not drawn)	-3
90	O=S(=O)(c1c(F)cccc1F)N1CCCC2CCCCC21 (stereo not drawn)	2
91	O=C1CCN(Cc2ccccc2)C=C1c1ccc(Br)cc1	0
92	COc1ccc2c(c1)CCCC21NC(=O)N(CC(=O)c2cc(F)ccc2F)C1=O (stereo not drawn)	0
93	CCN(C(=O)COC(=O)c1cc([N+](=O)[O-])ccc1N1CCOCC1)c1ccccc1	-1
94	Cc1ccc(NC(=O)C=NOCC(=O)Nc2cc(C)cc(C)c2)cc1	-3
95	Cc1ccc(C(=O)NNC(=O)c2ccc(Br)s2)cc1S(=O)(=O)N1CCOCC1	2
96	c1ccc(-c2cc3ccccc3cn2)cc1	0
97	O=C(COC(=O)CCS(=O)(=O)c1ccc(F)cc1)NC1CCCCC1	-2
98	Cn1c(N)c(C(=O)COC(=O)Cc2ccccc2F)c(=O)n(C)c1=O	1
99	Cc1ccc(C)c(S(=O)(=O)Nc2ccc3cn[nH]c3c2)c1	0
100	Cc1ccc(C(=O)NCC(=O)Nc2ccc(S(=O)(=O)Nc3cc(C)nc(C)n3)cc2)cc1	0
101	Cc1ccc(NC(=O)c2ccc(Cl)nc2)cc1S(=O)(=O)N1CCOCC1	-8
102	CCN1CCN(c2ccc(Nc3ccnc4ccccc34)cc2)CC1	2
103	COc1cc2ccccc2cc1C(=O)NC1CCCCC1	0
104	Cc1cccc(NC(=O)COC(=O)C2COc3ccccc3O2)c1C (stereo not drawn)	0
105	O=C(C[C@H]1C/C=C\CC[C@@H](Cc2ccc(F)cc2)C(=O)OCCNC1=O)NCCO	-3
106	COc1ccc(C(=O)Nc2ccncc2)cc1S(=O)(=O)N1CCOCC1	3
107	Cc1nn(C)c(C)c1NC(=O)COc1ccc(F)cc1Br	-8
108	CCOC(=O)Nc1ccc(N2CCOCC2)c(S(=O)(=O)Nc2ccc(Cl)cc2)c1	-3
109	CN(CC(=O)Nc1ccc(F)cc1)C(=O)CNC(=O)C1CCCCC1	-2
110	COc1ccc(C(=O)N2CCN(c3ccc(C(C)=O)cc3F)CC2)cc1S(=O)(=O)NC1CC1	-4
111	O=C(/C=C/c1ccco1)N1CCN(S(=O)(=O)c2ccccc2)CC1	-3
112	CCC(C(=O)OCC(=O)N(CC)c1c(N)n(Cc2ccccc2)c(=O)[nH]c1=O)c1ccccc1 (stereo not drawn)	1

# The list is partial (hit frequency here may not be typical).
